# Screening data: PubChem, several laboratories
# PABP1 MLLE inh – inhibitors of PABP1 MLLE–PAM2 peptide binding, primary screen, biochemical, fluorescence polarization, FITC-PAM2, GST-MLLE | inhibition, % at 20 µM | 0.36% of 360,000 active; in the data active = inhibition above about 35%, passing the limit was not always enough;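 note: plate controls were DMSO wells with GST-MLLE for no effect and wells lacking GST-MLLE protein for full effect; some results filed as inactive read as strong as hits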
# Target sequence (P11940 whole entry, looked up): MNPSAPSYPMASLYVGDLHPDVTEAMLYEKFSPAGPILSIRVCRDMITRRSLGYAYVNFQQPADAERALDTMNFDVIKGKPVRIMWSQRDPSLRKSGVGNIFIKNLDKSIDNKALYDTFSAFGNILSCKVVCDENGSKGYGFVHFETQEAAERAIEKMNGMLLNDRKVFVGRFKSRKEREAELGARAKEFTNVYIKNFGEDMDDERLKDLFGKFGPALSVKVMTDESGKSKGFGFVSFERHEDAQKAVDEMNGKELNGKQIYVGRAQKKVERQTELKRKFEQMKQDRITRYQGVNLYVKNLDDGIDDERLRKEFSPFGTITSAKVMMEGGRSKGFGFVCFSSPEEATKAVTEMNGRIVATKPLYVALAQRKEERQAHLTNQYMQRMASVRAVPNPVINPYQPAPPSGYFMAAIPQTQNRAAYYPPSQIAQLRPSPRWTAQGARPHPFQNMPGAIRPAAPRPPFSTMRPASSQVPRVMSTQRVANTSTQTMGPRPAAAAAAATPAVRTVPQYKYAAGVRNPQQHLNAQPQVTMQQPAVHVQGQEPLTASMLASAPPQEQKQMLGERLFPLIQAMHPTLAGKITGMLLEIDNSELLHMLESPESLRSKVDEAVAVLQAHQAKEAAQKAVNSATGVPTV
# Rpn11 block – Rpn11 (PSMD14) deubiquitinase inhibitors, primary screen, biochemical, fluorescence polarization, uHTS; 26S proteasome non-ATPase regulatory subunit 14 (Homo sapiens), O00487; human 26S proteasome, Ub4-pepOG fluorescence polarization; 20S core pre-blocked with epoxomicin; calls only at 20 µM; 0.59% of 360,000 active;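 active = inhibition at 20 µM, scaled to each plate's controls, above about 33%, limit read from the data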
# FAS-TE inh – FAS thioesterase domain inhibitors, primary screen, biochemical, fluorescence intensity, uHTS | 0.67% of 360,000 active | recombinant FAS-TE, OMFH fluorogenic substrate, fluorescence endpoint | AID 602261, 2012 | inhibition, % at 15 µM | Fatty acid synthase (Homo sapiens), P49327;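 active = compounds whose normalised, plate-corrected inhibition of enzyme fluorescence in the single-dose primary screen is 50% or more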;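 note: 0% = DMSO with enzyme and 100% = substrate without enzyme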
# MT1-MMP act inh – blockers of MT1-MMP proenzyme processing, primary screen, HT1080 RFP-PRO-GFP cells, GFP/RFP fluorescence; 0.061% of 360,000 active; GFP/RFP ratio change, % at 20 µM; GFP/RFP ratio fluorescence, overnight; percent of plate control window, DMSO zero;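 active = GFP/RFP ratio change of at least 30% with cell ATP level not reduced by more than half and red fluorescence within 50% of control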; note: strong numbers were not always called active
#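 Material: RFP-PRO-GFP reporter HT1080 cells. Dosing: single-point 20 µM compound, 1% DMSO. Controls: DMSO and RFP-L50D-GFP cell wells. Timing: cells overnight before dosing, compound overnight, 37 °C, 5% CO2. Measure: GFP/RFP fluorescence ratio.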
# CSN deneddyl inh – inhibitors of CSN-mediated cullin deneddylation, primary screen, biochemical, fluorescence polarization, uHTS; inhibition, % at 12.5 µM; 0.38% of 360,000 active; Purified CSN, SCF-Nedd8-OG deneddylation; AID 651999, 2013; COP9 signalosome complex subunit 5 (Homo sapiens), Q92905;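 active = pattern-corrected inhibition above about 35%, with an unprinted fluorescence ratio check between 0.5 and 1.5, limit read from the data, passing the limit was not always enough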;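 note: 0% = enzyme with substrate and 100% = substrate without enzyme; some results filed as inactive read as strong as hits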
# Target sequence (Q92905 whole entry, looked up, one chain of several): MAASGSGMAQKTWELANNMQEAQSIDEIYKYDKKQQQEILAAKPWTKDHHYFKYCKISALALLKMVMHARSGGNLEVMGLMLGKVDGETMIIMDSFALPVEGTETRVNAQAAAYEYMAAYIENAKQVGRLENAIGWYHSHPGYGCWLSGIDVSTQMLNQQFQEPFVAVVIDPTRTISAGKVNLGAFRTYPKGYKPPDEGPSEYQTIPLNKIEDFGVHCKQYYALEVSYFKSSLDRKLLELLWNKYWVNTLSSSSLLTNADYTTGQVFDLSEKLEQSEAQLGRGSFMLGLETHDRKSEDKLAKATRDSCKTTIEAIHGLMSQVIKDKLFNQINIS
#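 Material: purified human Csn5 enzyme expressed in HEK293T cells / Medium: Tris buffer pH 7.5, NaCl, DTT, Tween-20, trehalose, ovalbumin / Compound dosing: 12.5 µM single point / Schedule: 90 min incubation of compound, enzyme and substrate at room temperature / Signal: fluorescence polarization of the substrate / Control set: no-enzyme wells high, enzyme-with-substrate wells low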
# Rin1 Abl inh – inhibitors of Rin1-Abl protein binding, primary screen, biochemical, TR-FRET. inhibition, % at 7.35 µM. 0.4% of 360,000 active. AID 588664, 2011; in the data active = inhibition above about 5%, passing the limit was not always enough
# SKN-1 inh – suppressors of acrylamide-induced Pgst-4::GFP reporter in worms, primary screen, SKN-1 inhibitor project, whole organism, uHTS, GFP/RFP fluorescence ratio, strain VP596 | C. elegans VP596 Pgst-4::GFP/RFP ratio, 24 h | inhibition, % at 21.8 µM | 0.49% of 360,000 active | AID 624304, 2012;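 active = interference check ratio from 0.5 to 1.5 plus GFP to RFP signal ratio inhibition reaching or exceeding a fixed threshold, cut at about 30% in these data, passing the limit was not always enough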; note: some compounds called inactive have numbers as strong as hits
# NadD inh – inhibitors of S. aureus NadD, primary screen, biochemical, colorimetric, uHTS. purified NadD enzyme, colorimetric absorbance read-out. inhibition, % at 20 µM. 0.78% of 360,000 active. Nicotinate-nucleotide adenylyltransferase NadD (Staphylococcus aureus N315). AID 602399, 2012; in the data active = inhibition above about 26%; note: some compounds past the cut are filed as inactive
# Neddylation inh – inhibitors of cullin neddylation, primary screen, biochemical, TR-FRET, uHTS, NAE and Ubc12; calls only at 25 µM; AID 651699, 2012; 0.58% of 360,000 active; NEDD8-conjugating enzyme Ubc12 (Homo sapiens) + NEDD8-activating enzyme E1 regulatory …; in the data active = inhibition above about 36%
# * = called active by the depositor; i = inactive; x = not tested or not shown.
SMILES,PABP1 MLLE inh,Rpn11 block,FAS-TE inh,MT1-MMP act inh,CSN deneddyl inh,Rin1 Abl inh,SKN-1 inh,NadD inh,Neddylation inh
CCOc1ccc2[nH]c3c(NCCN(C)C)ncnc3c2c1,8,i,-4,8,-1,4,6,-9,x
COc1ccccc1CNC1CCN(Cc2ccccc2)CC1,-4,i,-5,x,4,3,2,-7,i
OC(COCc1ccc2c(c1)OCO2)CN1CCN(Cc2ccccc2)CC1 (centres undefined),9,i,-8,5,-3,-3,1,-7,i
COc1ccc(NC(=O)CCNC(=O)Cn2cnc3sc4c(c3c2=O)CCCC4)c(OC)c1,-6,i,-2,0,-3,1,6,-2,i
Cc1cc(C)c(/C=N/NC(=O)c2nnn(-c3nonc3N)c2CN2CCC(C)CC2)c(C)c1,-7,i,22,-4,-1,0,1,14,i
Cc1cc2nc(C3CCN(Cc4nnnn4Cc4cccs4)CC3)[nH]c2cc1C,-1,i,2,2,5,-1,10,-45,i
C=CC[C@@H](CC(=O)NCCO)C(=O)N[C@@H](COC(=O)[C@@H](CC=C)CC(=O)OC(C)(C)C)Cc1ccccc1,3,i,-12,0,-5,3,18,-4,i
COC(=O)Nc1ccc(S(=O)(=O)Nc2cc(OC)nc(OC)n2)cc1,6,i,-6,1,3,0,-1,-1,i
Cc1cc(C)cc(-n2ncc3c2CCCC3NC(=O)CCN2Cc3ccccc3C2=O)c1 (centres undefined),4,i,-3,0,4,0,8,1,i
Cn1c(=O)c2nc(NCc3ccccc3)sc2n(C)c1=O,-9,i,-6,3,-5,1,15,0,i
CC1CC(C)CN(C(=O)c2ccncc2)C1 (centres undefined),-7,i,-2,-3,1,-5,32,7,i
COc1ccc(C(=O)COC(=O)CCCC(=O)NC2CCCCC2)cc1,-4,i,-4,-2,4,2,7,1,i
Cc1ccc(-c2nc(C)sc2CC(=O)Nc2nnc(C)s2)cc1,24,i,-3,2,5,1,-1,0,i
CCOC(=O)c1c(C)oc(C)c(C(=O)OCC)c1=O,1,i,-1,-1,-3,2,-4,-2,i
Cc1cc(C(=O)NCCCn2ccnc2)cs1,5,i,-12,3,3,2,0,-1,i
COC(=O)CNC(=O)C1CCN(S(=O)(=O)c2cccc3nsnc23)CC1,-3,i,-2,-2,2,-4,10,2,i
O=C(Nc1ccc(Cl)cc1)Nc1cc(S(=O)(=O)N2CCOCC2)ccc1N1CCCC1,1,i,36,1,-2,2,6,10,i
O=CNc1cc(-c2cccc(O)c2)cn2c(-c3ccc(F)cc3)cnc12,-3,i,42,-10,2,-5,4,7,i
O=c1[nH]c(O)c(N=Nc2ccc(Cl)c(S(=O)(=O)Nc3ccccc3Cl)c2)c(=O)[nH]1,-3,i,-3,7,-3,0,-10,3,i
COc1cc(NC(=O)c2ccc(CNc3c(N4CCCC4)c(=O)c3=O)cc2)cc(OC)c1OC,4,i,-3,8,1,-2,-3,1,i
O=c1[nH]c2c(c(=O)n1-c1ccccc1)CCO2,-3,i,-4,1,1,3,-2,3,i
Cc1cc2c(c(C#N)c1C)NC=NC2C (centres undefined),-2,i,-8,-5,2,-1,13,-1,i
CCCCCCCCN1N=N[C@H]2[C@H]1[C@@H]1C[C@H]2N(C(=O)OC(C)(C)C)O1,0,i,16,0,0,1,-2,0,i
O=C(Nc1ccccc1Cl)O/N=C/c1ccncc1,-1,i,-9,2,2,-4,-10,-4,i
CCN(CC(=O)Nc1ccc2c(c1)OCCO2)C(=O)c1cccc(S(=O)(=O)N2CCOCC2)c1,-3,i,-4,-2,-2,0,15,1,i
COC(=O)c1c(-c2ccc(N(C)C)cc2)sc2ccc(OC)cc12,-8,i,24,8,-4,-1,17,3,i
COc1ccc(-n2ccnc2CN2CCCC(CO)(Cc3cccc(OC)c3)C2)cc1 (centres undefined),2,i,10,-4,-2,-1,8,-4,i
COc1cccc(N2CCN(c3ccc([N+](=O)[O-])cn3)CC2)c1,1,i,16,8,0,-2,-3,-6,i
Cc1cccn2c(=O)c(C=O)c(Cl)nc12,27,i,-3,-7,5,-1,-6,11,i
COc1cc(/C=N/Nc2nc(C)cc(C)n2)ccc1O,6,i,-3,-2,0,-3,5,-6,i
COc1cc(C(=O)O/N=C2/C=C(C)C(=O)C=C2C)cc(OC)c1OC,10,i,9,-6,3,-1,14,2,i
Cc1ccn2c(C(=O)CSc3ccc(Cl)cc3Cl)c(C)nc2c1,5,i,6,3,6,1,1,-2,i
CC(=O)Nc1cc2c(cc1Cl)Cc1cc(Cl)ccc1-2,2,i,-5,-4,2,4,12,-3,i
O=C(CSc1nnc2ccccn12)NCc1ccco1,13,i,-2,0,9,4,0,-2,i
Cc1cc(/C=N/NC(=O)C(O)(c2ccccc2)c2ccccc2)c(C)n1-c1ccc(C(=O)O)cc1,-31,i,-2,1,5,0,-2,7,i
O=C(CN(Cc1ccco1)C(=O)Cn1nnc(-c2cccs2)n1)NCc1ccccc1,-14,i,1,-2,3,3,2,6,i
O=C(Cc1ccc(Br)cc1)NC1CCCc2ccccc21 (centres undefined),10,i,17,-4,3,3,14,2,i
Cc1ccc(-c2noc(CN(C(=O)c3cccs3)C(C)C)n2)cc1,-14,i,13,1,4,1,5,-5,i
CCOc1ccc(C(C(=O)NC2CCCC2)N(C(=O)CNC(=O)c2ccco2)c2cccnc2)cc1 (centres undefined),1,i,-2,1,6,-4,-1,-17,i
Cc1ccc(S(=O)(=O)NCC(C)NS(C)(=O)=O)cc1 (centres undefined),-12,i,-8,-3,-1,-1,-3,-5,i
O=C(NC1CCCCC1)C1CCN(S(=O)(=O)c2cccc3nonc23)CC1,-8,i,-6,0,3,4,18,-1,i
COc1cccc(CNC(=O)CCC2CCCN(C(=O)CCn3cncn3)C2)c1 (centres undefined),-8,i,-5,3,2,4,1,-4,i
Cc1cc(C)nc(/N=C(\N)Nc2ccc(-c3ccccc3)cc2)n1,1,i,-90,-4,4,0,13,-4,i
CC(=O)Oc1ccccc1-c1nc(C)nc(N(C)C(C)=O)n1,11,i,-3,26,4,-1,3,4,i
COc1cccc(N2C(=O)C3C(C2=O)C3(c2ccccc2)c2ccccc2)c1 (centres undefined),12,i,9,0,0,0,-3,-7,i
COc1cccc(/C=N/NC(=O)c2ccc3nc[nH]c3c2)c1O,-7,i,-3,4,4,-2,1,0,i
COC(=O)CSc1nnc(Cc2ccccc2)n1-c1ccc(C)cc1,-10,i,-4,3,2,1,-4,1,i
CN(c1ccccc1)S(=O)(=O)c1ccc(C(=O)Nc2ccncc2)cc1,0,i,-2,6,0,0,10,5,i
COc1ccc(-c2cc(C(=O)Nc3ccc(S(=O)(=O)Nc4ncccn4)cc3)c3ccccc3n2)cc1,-1,i,1,6,2,-1,8,22,i
COc1ccccc1NS(=O)(=O)c1ccc(NC(=O)c2nc3ncccn3n2)cc1,1,i,-4,2,-1,-1,8,-1,i

# Carrying on.
SMILES,PABP1 MLLE inh,Rpn11 block,FAS-TE inh,MT1-MMP act inh,CSN deneddyl inh,Rin1 Abl inh,SKN-1 inh,NadD inh,Neddylation inh
Cc1cnc(C(=O)Nc2ccc(F)cc2)cn1,-8,i,-12,-1,2,-4,-1,-4,i
Cc1ccc(Cl)cc1NS(=O)(=O)c1ccc2oc(=O)ccc2c1,5,i,-57,2,-2,-1,-11,2,i
O=C(Cc1ccc(S(=O)(=O)N2CCOCC2)s1)NCC(=O)Nc1ccccc1Br,-8,i,-6,5,0,0,-1,-4,i
COc1ccc(NC(=O)Nc2nnc(C(C)C)s2)cc1,2,i,-6,3,-6,2,-13,-9,i
Clc1cccc(NCc2cn3cccnc3n2)c1,14,i,0,-3,-5,-1,-2,-2,i
Cc1ccccc1NC(=S)N1CCC(NC(=O)c2ccco2)CC1,-22,i,-7,0,0,-2,-5,0,i
Cc1cc(C)n(C(=O)CSc2nc3ccccc3o2)n1,4,i,-6,4,1,4,0,-4,i
COc1ccc(/C=N/Nc2nccnc2Cl)c(OC)c1,-17,i,-4,0,2,-5,-2,-2,i
CC(=O)c1sc(Nc2nc3cc4c(cc3s2)OCO4)nc1C,-8,i,-3,-1,5,-5,12,-6,i

# An excerpt from above in order of formula weight, falling:
SMILES,PABP1 MLLE inh,Rpn11 block,FAS-TE inh,MT1-MMP act inh,CSN deneddyl inh,Rin1 Abl inh,SKN-1 inh,NadD inh,Neddylation inh
COc1ccc(-c2cc(C(=O)Nc3ccc(S(=O)(=O)Nc4ncccn4)cc3)c3ccccc3n2)cc1,-1,i,1,6,2,-1,8,22,i
O=C(Cc1ccc(S(=O)(=O)N2CCOCC2)s1)NCC(=O)Nc1ccccc1Br,-8,i,-6,5,0,0,-1,-4,i
COc1ccccc1NS(=O)(=O)c1ccc(NC(=O)c2nc3ncccn3n2)cc1,1,i,-4,2,-1,-1,8,-1,i
COc1cccc(N2C(=O)C3C(C2=O)C3(c2ccccc2)c2ccccc2)c1 (centres undefined),12,i,9,0,0,0,-3,-7,i
CN(c1ccccc1)S(=O)(=O)c1ccc(C(=O)Nc2ccncc2)cc1,0,i,-2,6,0,0,10,5,i
Cc1ccc(Cl)cc1NS(=O)(=O)c1ccc2oc(=O)ccc2c1,5,i,-57,2,-2,-1,-11,2,i
CC(=O)c1sc(Nc2nc3cc4c(cc3s2)OCO4)nc1C,-8,i,-3,-1,5,-5,12,-6,i
Cc1cc(C)nc(/N=C(\N)Nc2ccc(-c3ccccc3)cc2)n1,1,i,-90,-4,4,0,13,-4,i
COc1cccc(/C=N/NC(=O)c2ccc3nc[nH]c3c2)c1O,-7,i,-3,4,4,-2,1,0,i
CC(=O)Oc1ccccc1-c1nc(C)nc(N(C)C(C)=O)n1,11,i,-3,26,4,-1,3,4,i
COc1ccc(/C=N/Nc2nccnc2Cl)c(OC)c1,-17,i,-4,0,2,-5,-2,-2,i
COc1ccc(NC(=O)Nc2nnc(C(C)C)s2)cc1,2,i,-6,3,-6,2,-13,-9,i
Cc1cc(C)n(C(=O)CSc2nc3ccccc3o2)n1,4,i,-6,4,1,4,0,-4,i
Clc1cccc(NCc2cn3cccnc3n2)c1,14,i,0,-3,-5,-1,-2,-2,i
Cc1cnc(C(=O)Nc2ccc(F)cc2)cn1,-8,i,-12,-1,2,-4,-1,-4,i
